Source: PubChem BioAssay
GCN5L2 inh – qHTS Assay for Inhibitors of GCN5L2; AID 504327, 2011; Potency, µM (doses to about 58.9 µM), for the others: top-dose activity change, negative = inhibition, hits mostly inhibitors; Histone acetyltransferase KAT2A (Homo sapiens), Q92830; 0.21% of 390,000 active; GCN5L2 HAT assay, ThioGlo1 CoA-SH fluorescence
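Titration-based screen in which CoA formation is detected via maleimide probe ThioGlo1 (50uM) turning fluorescent on thiol reaction; substrates H3(1-25) 75uM and acetyl-CoA 70uM, GCN5L2 20nM, 20 min incubation at room temperature.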
FEN1 inhibitor – qHTS Assay for the Inhibitors of Human Flap endonuclease 1 (FEN1); P39748; Recombinant FEN1 flap cleavage, fluorescence, 15 min; Potency, µM (series often up to 114 µM), inactives show at the highest dose activity change, negative = inhibition, usual class: inhibitors; 0.35% of 390,000 active; AID 588795, 2011; further: nearly all actives have a fitted effect of over 65% in size
Target sequence (P39748 whole entry, looked up): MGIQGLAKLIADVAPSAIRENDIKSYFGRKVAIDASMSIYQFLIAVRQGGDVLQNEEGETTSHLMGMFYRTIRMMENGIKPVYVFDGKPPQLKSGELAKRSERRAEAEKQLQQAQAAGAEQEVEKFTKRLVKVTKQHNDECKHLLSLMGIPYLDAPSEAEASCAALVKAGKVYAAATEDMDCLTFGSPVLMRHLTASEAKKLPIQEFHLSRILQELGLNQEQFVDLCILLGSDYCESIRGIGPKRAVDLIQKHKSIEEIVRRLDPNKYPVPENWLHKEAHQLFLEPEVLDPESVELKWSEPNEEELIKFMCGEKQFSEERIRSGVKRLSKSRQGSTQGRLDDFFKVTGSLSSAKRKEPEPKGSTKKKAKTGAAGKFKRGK
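Nuclease activity of 10 nM FEN1 was measured after 15 min of room-temperature exposure to titrated compounds, by adding 50 nM flap substrate and reading plates at 0 and 15 min.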
DT40 TDP1 CPT – qHTS for Inhibitors of human tyrosyl-DNA phosphodiesterase 1 (TDP1): qHTS in cells in presence of CPT; chicken DT40 Tdp1-/-;hTDP1 cells + 20 nM CPT, ATP luminescence, 48 h; Potency, µM (top dose mostly 46.2 µM), without a hit: at the highest dose activity change, negative = growth inhibition, most hits filed as inhibitors; 12% of 420,000 active; further: nearly all actives have a fitted effect of over 55% in size
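Cell growth measured by CellTiter-Glo luminescence after a minimum 48 h, 37 C compound exposure with 20 nM CPT in Tdp1-knockout DT40 cells stably expressing hTDP1, seeded 400/well; qHTS titration format.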
* marks the source's active call; other numbers are inactive results; ? = inconclusive; · = no result given; & = joins results of further samples; [ ] = dose if it differs, or a comment. The call rests on the fitted dose curve; in most records, active means well fitted curve in the direction sought with a large enough effect; inconclusive means small, poorly fitted or top-dose-only effect, or another doubt; inactive means no such curve, though single readings can be large; an effect the other way counts as inactive or inconclusive. On the % scale 0 is the no-effect control and ±100 the full control effect; potency means the concentration at half of the fitted maximal effect. The list is partial. The share of hits here may be higher or lower than overall.

SMILES	GCN5L2 inh	FEN1 inhibitor	DT40 TDP1 CPT
CCN(CC)CC(O)Cn1c(-c2cccc(Cl)c2)nc2cc(C)c(C)cc21 (stereo not given)	2%	15%	-8%
CCN(CC)c1ccc(NC(=O)COC(=O)C23CCC(=O)N2c2ccccc2S3)cc1 (stereo not given)	-3%	7%	-18%
CN(C)c1ccc(N=Nc2ccc(S(N)(=O)=O)cc2)cc1	-24%	-6%	8%
CCOC(=O)N1CCC(Nc2c(-c3ccccc3)c(=O)c2=O)CC1	-1%	3%	?
COc1ccc(NC(=O)C2CCCN(c3c4c(nc5ncnn35)CCC4)C2)cc1OC (stereo not given)	-3%	15%	?
Cn1c(C(=O)N2CCCC(C(=O)O)C2)cc2sccc21 (stereo not given)	-7%[0.501 µM]	-2%	0%
CCOc1ccc(/C=C/C(=O)c2ccc(-c3ccccc3)cc2)cc1	-10%	6%	?
COc1ccc(OC)c(-c2noc(CSc3nnc(-c4ccccc4)n3-c3ccccc3)n2)c1	-9%	-6%	15µM*
Cc1onc(-c2ccccc2Cl)c1C(=O)OCC(=O)N1CCCCC1	-1%	7%	-21%
COc1cc(/C=C/c2nc3ccccc3c(=O)[nH]2)cc(OC)c1OC	3%	-3%	-25%
COc1ccc(CCC(=O)OCC(=O)Nc2sccc2C#N)cc1	-15%	-7%	-3%
CC(=O)N1C=CN(C(C)=O)C(c2cn(C)c3ccccc23)C1c1cn(C)c2ccccc12 (stereo not given)	0%	-6%	?
COc1ccc(-c2nc(C3CCCCC3)no2)cc1OC	-5%	4%	-21%
Cc1ccc(CNC(=O)c2ccc(CS(=O)(=O)Cc3ccc(C)cc3)o2)cc1	18%	-11%	-27%
O=C(NC(=S)N1CCCCC1)c1cccs1	3%	-5%	?
CN(C(=O)c1cccc(NC(=O)Cc2cccc(NC(=O)C3CCN(S(=O)(=O)c4cccc([N+](=O)[O-])c4)CC3)c2)c1)C1CC1	·	15%	?
Cc1[nH]nc2c1C(c1ccsc1)C1=C(CC(C)(C)CC1=O)N2 (stereo not given)	-2%	13%	4%
COc1cc(Br)cc(CN2CCN(C=O)CC2)c1O	-12%	12%	26µM*
COc1ccccc1CCNC(=O)c1nccnc1C(=O)O	0%	8%	-5%
O=C(Nc1ccc(C(=O)N2CCOCC2)cc1)Nc1cccc(C(F)(F)F)c1	·	3%	?
COCCNC(=S)NNC(=O)c1cccs1	-2%	-7%	0%
Oc1ccccc1-c1nc2cnccn2c1Nc1ccc(Cl)cc1	-10%	-24%	?
COc1cccc(/C(C)=N/NC(=O)c2ccc(N(C)C)cc2)c1	?	-2%	-4%
CC(=O)NCCCOc1ccc([N+](=O)[O-])cc1Cl	1%	13%	-7%
CCOc1ccc(NC(=O)CSc2nnnn2-c2ccc(C(N)=O)cc2)cc1	0%	7%	-1%
CCCCN(C)S(=O)(=O)c1cc2c3c(c1)CCC(=O)N3CCC2	-5%	2%	0%
Cc1nc(NCCC(C)C)c2nnn(Cc3ccccc3)c2n1	-8%	30%	?
CCCCN(C)C(=O)c1nc2ccccn2c1CNC1CCC1	-5%	-14%	-2%
CC(C)OCCCNC(=O)Cc1ccc(NC(=O)N2CCCCc3ccccc32)cc1	-5%	6%	?
COC(=O)c1ccccc1NC(=O)Cn1cnc2sc(C)c(S(=O)(=O)N3CCC(C)CC3)c2c1=O	4%	-21%	?

Record cards, from the list above.
COc1cccc(/C(C)=N/NC(=O)c2ccc(N(C)C)cc2)c1 in the list: GCN5L2 inh: ?; FEN1 inhibitor: -2%; DT40 TDP1 CPT: -4%
Cc1nc(NCCC(C)C)c2nnn(Cc3ccccc3)c2n1 in the list: GCN5L2 inh: -8%; FEN1 inhibitor: 30%; DT40 TDP1 CPT: ?

Continued:
SMILES	GCN5L2 inh	FEN1 inhibitor	DT40 TDP1 CPT
O=C(CSc1nn(-c2ccc(F)cc2)c(=S)s1)NCC1CCCO1 (stereo not given)	-3%	11%	-20%
COc1ccc(CNc2nc3c(c(=O)n(Cc4ccc(F)cc4)c(=O)n3C)n2C)cc1	2%	0%	?
O=C1NCCN(Cc2ccc(-c3ccccc3)cc2)C1CC(=O)N1CCN(CCO)CC1 (stereo not given)	-1%	-8%	2%
Cn1c(=O)c2c(nc(CN3CCN(C(=O)c4ccco4)CC3)n2Cc2ccc(F)cc2)n(C)c1=O	·	-12%	-12%
COc1ccc2c(C)cc3nncn3c2c1	-9%	-16%	19%
CC(/C=N\NC(=O)CN1CCN(S(=O)(=O)c2ccc(C)cc2)CC1)=C\c1ccccc1	-10%	-16%	?
COc1ccc(OC)c(NC(=O)Cn2cc(C#N)c3cc(Br)ccc32)c1	-2%	-1%	?
COc1ccc(CNc2ccc(S(=O)(=O)N3CCN(C)CC3)cn2)cc1OC	-5%	8%	-25%
CCC(C(=O)O)c1ccccc1 (stereo not given)	3%	·	0%
COc1ccc(NC(=O)CN2CCC(NC(=O)c3ccco3)CC2)c([N+](=O)[O-])c1	-3%	-1%	-27%
CCCNC(=O)CCC(=O)N1Cc2ccccc2Oc2ncccc21	5%	6%	-11%
COCCN(C(=O)COc1ccccc1)c1nnc(-c2cccnc2)s1	-2%	5%	-3%
COc1ccc(N2CCN(C(=O)CN3C(=O)NC4(CCCc5ccccc54)C3=O)CC2)cc1 (stereo not given)	-10%	2%	-8%
Oc1c(CN2CCCCC2)cc(COCc2ccccc2)c2cccnc12	-6%&2%	?	4.1µM*
COc1ccc(CCNC(=O)CN(c2ccccc2OC)S(C)(=O)=O)cc1	-23%	-7%	5%

Shown with values under each structure: entries from further up.
Results follow in this order: GCN5L2 inh, FEN1 inhibitor, DT40 TDP1 CPT
CCC(C(=O)O)c1ccccc1 (stereo not given)
  3%, ·, 0%
COc1ccc(NC(=O)CN2CCC(NC(=O)c3ccco3)CC2)c([N+](=O)[O-])c1
  -3%, -1%, -27%
CCCNC(=O)CCC(=O)N1Cc2ccccc2Oc2ncccc21
  5%, 6%, -11%

Among those listed so far, four contain a Cl atom.
SMILES	GCN5L2 inh	FEN1 inhibitor	DT40 TDP1 CPT
CCN(CC)CC(O)Cn1c(-c2cccc(Cl)c2)nc2cc(C)c(C)cc21 (stereo not given)	2%	15%	-8%
Cc1onc(-c2ccccc2Cl)c1C(=O)OCC(=O)N1CCCCC1	-1%	7%	-21%
Oc1ccccc1-c1nc2cnccn2c1Nc1ccc(Cl)cc1	-10%	-24%	?
CC(=O)NCCCOc1ccc([N+](=O)[O-])cc1Cl	1%	13%	-7%

(more compounds)
SMILES	GCN5L2 inh	FEN1 inhibitor	DT40 TDP1 CPT
COc1ccccc1C(=O)NC(CCSC)C(=O)OCC(=O)N1CCCC1=O (stereo not given)	-3%	-6%	-16%
Clc1ccc(-c2noc(CCCc3ccccc3)n2)cc1	-3%	-17%	-17%
CCC1CCCCN1C(=O)c1ccc(OC)c(OC2CCN(C(C)C)CC2)c1 (stereo not given)	-5%	-13%	-13%
CCn1c(SCC(=O)Nc2nncs2)nnc1-c1ccco1	-5%	3%	2%
CCN(CC)CCN(C(=O)c1ccc(Br)s1)c1nc2cc3c(cc2s1)OCCO3	-3%	-6%	-17%
CCn1c(SCC(=O)c2ccccc2)nc2sc3c(c2c1=O)CCN(C)C3	-2%	-9%	23µM*
O=C(Nc1nccs1)c1ccc(CSc2nnnn2-c2ccccc2)cc1	-8%	?	13µM*
COc1ccc2nc(NC(=O)CSc3nccc(C)n3)sc2c1	1%	-11%	-26%
NC(=O)CC(NC(=O)Cc1cccc2ccccc12)c1ccc(N2CCC(N3CCCC3)CC2)c([N+](=O)[O-])c1 (stereo not given)	2%	11%	8%
COc1ccc(CC(=O)NCCc2csc3nc(-c4ccccc4F)nn23)cc1	1%	-4%	?
Cc1ccccc1NC(=O)c1c([N+](=O)[O-])cnn1C	3%	22%	-2%
CNC(=O)c1ccc(-c2nc(CN3CCc4ccccc43)c(C)o2)cc1	10%	-3%	?
COc1ccc(Cl)cc1NC(=O)C/C(C)=N/NC(=O)Cc1ccccc1	31%[activator]	-1%	-3%
N#CC(C#N)=C1C=CC=CN1/C(=C\c1ccco1)C(=O)c1ccccc1	0%	4%	1.3µM*
O=S(=O)(c1ccc(F)c(F)c1F)N1CCN(C(=S)NCc2ccccc2)CC1	-3%	-11%	?

Fetched one by one from the list above:
SMILES	GCN5L2 inh	FEN1 inhibitor	DT40 TDP1 CPT
CCN(CC)CC(O)Cn1c(-c2cccc(Cl)c2)nc2cc(C)c(C)cc21 (stereo not given)	2%	15%	-8%
CCCNC(=O)CCC(=O)N1Cc2ccccc2Oc2ncccc21	5%	6%	-11%
NC(=O)CC(NC(=O)Cc1cccc2ccccc12)c1ccc(N2CCC(N3CCCC3)CC2)c([N+](=O)[O-])c1 (stereo not given)	2%	11%	8%
COC(=O)c1ccccc1NC(=O)Cn1cnc2sc(C)c(S(=O)(=O)N3CCC(C)CC3)c2c1=O	4%	-21%	?
O=C(Nc1ccc(C(=O)N2CCOCC2)cc1)Nc1cccc(C(F)(F)F)c1	·	3%	?

New compounds follow
SMILES	GCN5L2 inh	FEN1 inhibitor	DT40 TDP1 CPT
CN(C)C(=O)CN1CCN(c2nc3nonc3nc2N2CCCCC2)CC1	12%	7%	-15%
COc1ccc(-c2cc(C(=O)N3CCN(c4ccccc4)CC3)c3ccccc3n2)cc1OC	-5%	-16%	?
Cc1cc2oc(=O)cc(-c3ccccc3)c2c(C)c1-c1ccc(C#N)cc1	-6%	-16%	16µM*
CN(C(=O)c1ccc(C#N)cc1)c1nnc(-c2cnccn2)s1	-8%	-6%	7%
COc1cc(NS(=O)(=O)c2ccc(Br)cc2)c(OC)cc1NC(=O)c1ccco1	-11%	-10%	?
CCOc1ccccc1NC(=O)NCCN1CCCCC1	-5%	3%	-2%
CSc1nnc(C)c(=O)n1COC(=O)COc1ccccc1F	-5%	-2%	?
Cc1ccc(CN2CCN(/N=C/c3cc(Br)cc(Br)c3O)CC2)cc1	-10%	15%	?
Cc1ccc(CSCC(=O)Nc2cc(S(=O)(=O)N3CCOCC3)ccc2OC(C)C)cc1	-14%	0%	?
CCOC(=O)/C=C1\CC(=O)Nc2cc(C)c(C)cc2N1	·	3%	-23%
COc1ccc(CCNC(=O)C(=O)NCC2OCCN2S(=O)(=O)c2cccs2)cc1 (stereo not given)	-6%	-7%	-15%
COC(=O)CN(c1ccccc1[N+](=O)[O-])S(=O)(=O)c1ccccc1	-4%	-1%	15%
CCC(C)NC(=O)C1c2cc(OC)c(OC)cc2C(=O)N(C)C1c1ccc(OC)cc1 (stereo not given)	1%	-9%	-1%
O=S1(=O)N=C2CCCN2C(c2ccc(F)cc2)N1 (stereo not given)	-6%	0%	-2%
Cc1[nH][nH]c(=O)c1C=NCc1cccc(C(F)(F)F)c1	3%	7%	-5%
CC(=O)Nc1ccc(S(=O)(=O)NC(C(=O)O)C2=CCC=CC2)cc1 (stereo not given)	-1%	0%	1%
